TCR activator – T cell receptor activation | primary human leukocytes, anti-CD3, IL-2 HTRF, 48 h | Potency, µM (doses to about 9.22 µM), for the others: at the top dose activation of IL-2 secretion, usual class: activators | 330,000 tested, under 10 active; also: % of control where 0% means no effect
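IL-2 produced over 48 hr by a-CD3 bead-stimulated primary human leukocytes exposed to compounds was detected with a homogeneous time-resolved FRET immunoassay, 665nm acceptor signal after 320nm excitation.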
PTAP TSG101 blk – blocks PTAP/TSG101 interaction to inhibit HIV-1 budding. Fluorescence polarization, FITC-PTAP peptide / Tsg101 binding. Q99816. Potency, µM (titrated, usually from 115 µM), without a hit: at the highest dose activity change, negative = inhibition, actives largely listed as inhibitors. 340,000 tested, under 10 active; active = well fitted inhibition curve with a large enough effect in the main read-out, with a control signal flat, not every such curve was filed as active; inconclusive = small, poorly fitted or top-dose-only effect, or effect the other way, or a change in a side signal; inactive = no such curve, though single readings can be large or run the other way; also: potency is read from the fitted curve at half-maximal effect; % of control where 0% means no effect
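Fluorescence polarization binding of Tsg101 binding domain (10 uM final) to FITC-labeled PTAP peptide (50 nM final) in HEPES pH 7.5 buffer with NaCl, Tween 20, EDTA, TCEP. Compounds added before peptide; binding 20 min at RT.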
Mito fusion act – inhibitors of mitochondrial division or activators of mitochondrial fusion; S. cerevisiae fusion-defective mutant growth rescue, CellTiterGlo 48 h; Potency, µM (highest dose often 46.1 µM), inactives show at the highest dose growth rescue (activation), most hits filed as activators; 320,000 compounds, 0.23% hits; AID 485298;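 also: potency is read from the fitted curve at half-maximal effect; % of control where 0% means no effect; nearly all actives have a fitted effect of over 45% in size; temperature-sensitive fusion mutants such as fzo1-1 at 37 °C on non-fermentable ethanol glycerol medium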
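Temperature-sensitive fusion-defective S. cerevisiae (e.g. fzo1-1, mgm1-5) were grown with compound in YPEG medium (3% ethanol, 3% glycerol) for 48 hours at 37C. Growth rescue was measured as viability by CellTiterGlo luminescence after 10 minutes at ambient.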
AT treatment – potential ataxia-telangiectasia treatments restoring KAP-1 phosphorylation. […] A-T fibroblasts, KAP-1 phosphorylation AlphaLISA; neocarzinostatin DNA damage 30 min before lysis. Potency, µM (series often up to 57.5 µM), inactives show top-dose activation, actives largely listed as activators. 320,000 compounds, 0.19% hits. AID 485349; also: potency is read from the fitted curve at half-maximal effect; % of control where 0% means no effect; nearly all actives have a fitted effect of over 45% in size
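hTERT-immortalized A-T patient fibroblasts ([…]), 500 cells/well in OPTI-MEM, 1% FBS, got compounds for 60 min, then NCS for 30 min at 37C. Lysates were then assayed for phospho-KAP-1 by AlphaLISA (anti-pKAP1 donor, anti-KAP1 acceptor beads), 6 hr at 25C.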
Tb PFK block – inhibitors of T. brucei phosphofructokinase. O15648. T. brucei PFK, ADP-Glo luminescence. Potency, µM (highest dose often 57.5 µM), for the others: at the highest dose activity, negative = inhibition, usual class: inhibitors. 330,000 compounds, 0.17% hits. AID 485367;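 also: potency is read from the fitted curve at half-maximal effect; 0% = uninhibited 1x PFK enzyme wells and -100% = no-enzyme wells; nearly all actives have a fitted effect of over 60% in size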
Target sequence (O15648 whole entry, looked up): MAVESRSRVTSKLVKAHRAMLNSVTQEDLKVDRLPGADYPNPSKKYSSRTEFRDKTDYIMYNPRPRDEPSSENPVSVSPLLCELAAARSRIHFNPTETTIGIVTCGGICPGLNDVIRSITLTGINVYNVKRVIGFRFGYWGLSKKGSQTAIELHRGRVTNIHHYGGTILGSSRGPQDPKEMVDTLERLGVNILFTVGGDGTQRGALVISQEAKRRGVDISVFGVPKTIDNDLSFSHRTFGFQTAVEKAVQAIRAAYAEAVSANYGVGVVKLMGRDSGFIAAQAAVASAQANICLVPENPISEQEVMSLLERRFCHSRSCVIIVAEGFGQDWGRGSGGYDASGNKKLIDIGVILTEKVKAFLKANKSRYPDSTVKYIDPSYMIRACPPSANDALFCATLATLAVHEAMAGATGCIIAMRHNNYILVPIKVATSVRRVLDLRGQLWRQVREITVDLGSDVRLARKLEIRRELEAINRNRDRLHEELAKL
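Compounds were pin-transferred as a titration series up to 57 uM into substrate buffer (0.5 mM F6P, 0.1 mM ATP, pH 8.0), then 1.25 nM PFK was added and reactions ran 45 min before ADP-Glo detection.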
ELG1 repair inh – ELG1-dependent DNA repair inhibition. 330,000 compounds, 2.3% hits. HEK293T ELG1-luciferase reporter, luminescence, 16 h; DNA damage induced by 5-fluorouridine. Potency, µM (top dose mostly 46.1 µM), inactives show at the top dose activity change, negative = inhibition, hits mostly inhibitors. AID 504467; also: potency is read from the fitted curve at half-maximal effect; % is scaled to controls: 0 for no effect and ±100 for the full control effect; nearly all actives have a fitted effect of over 55% in size
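HEK293T cells expressing luciferase-tagged ELG1 (2,000/well) received 5-Fluorouridine plus compound or DMSO for 16 hr at 37 °C. Luciferase was read by ONE-Glo luminescence after 30 min at room temperature.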
Eya2 phos inh – blocks the phosphatase activity of human Eya2 | O00167 | recombinant Eya2, OMFP fluorescence dephosphorylation (OMFP is methylfluorescein phosphate) | Potency, µM (highest dose often 76.9 µM), for inactives: at the top dose activity, negative = inhibition, actives largely listed as inhibitors | 330,000 compounds, 0.006% hits; also: potency is read from the fitted curve at half-maximal effect; % is scaled to controls: 0 for no effect and ±100 for the full control effect
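Eya2 protein (added as 0.2 uM solution) was preincubated with compound for 10 min at ambient temperature in 50 mM HEPES pH 7.5, 50 mM NaCl, 5 uM MgCl2, 0.05% BSA, 1 mM DTT. OMFP (added at 50 uM) then reacted 10 min; fluorescence read at 485/525 nm.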
a7 integrin act – activates integrin-mediated alleviation for muscular dystrophy; 350,000 compounds, 0.064% hits; Potency, µM (top dose mostly 38.3 µM), for inactives: top-dose activation, actives largely listed as activators; alpha7betagal myoblasts, beta-gal FDG fluorescence, 48 h;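 also: potency is read from the fitted curve at half-maximal effect; 100% = response of the positive control SU9516; nearly all actives have a fitted effect of over 60% in size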
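Alpha7betagal+/- myoblasts (passage 13) were plated 16-24 hr, then exposed to compounds (1:260 dilution of DMSO stock) for 48 hours at 37C. After MPER lysis, β-galactosidase reporter activity was read as FDG fluorescence (ex 480/em 540) after 30 minutes.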
TSHR antagonist – antagonists of human thyroid stimulating hormone receptor. P16473. TSHR-expressing cells, TSH-stimulated cAMP HTRF, 2 h; active compounds read low. activity change, negative = inhibition, % at 11.5 µM. 330,000 compounds, 0.2% hits;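 active = activity change below a set negative limit, meaning inhibition stronger than a set level, cut at about -70% in these data; inconclusive = activity change between two set negative limits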; also: % is scaled to controls: 0 for no effect and ±100 for the full control effect
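Read-out is FRET at 665 nm (cryptate excitation 337 nm) from a cryptate-tagged anti-cAMP antibody, competed by cell cAMP against cAMP-d2. Compounds are tested on freshly harvested TSHR cells challenged with 4nM TSH (EC80) for 2 hours at 37 deg C.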
Chronic BCR inh – inhibitors of chronic active B-cell receptor signaling; ABC-DLBCL IkBa-CBG/CBR reporter, luminescence ratio, 4 h; Potency, µM (top dose mostly 46.1 µM), for the others: at the highest dose ratio change, negative = lower green/red ratio, most hits filed as inhibitors; 340,000 compounds, 0.05% hits; AID 493014; active = well fitted inhibition curve with a large enough effect in the signal ratio, with a control signal flat, not every such curve was filed as active; inconclusive = small, poorly fitted or top-dose-only effect, or effect the other way, or a change in a side signal; the % refers to the signal ratio;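 also: potency is read from the fitted curve at half-maximal effect; plate controls were basal doxycycline-induced cells for no effect and cells given 10 µM MG132 for full effect; MG132 reads +100%, hits lower the ratio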
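TMD8 ABC-DLBCL cells carrying doxycycline-inducible green luciferase fused to IkappaBalpha plus unfused red luciferase were exposed to compounds (up to 46 uM) for 4 hrs at 37C. Activity came from the overlap-corrected green/red luminescence ratio.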
S-ASM inh – inhibitors of human secretory acid sphingomyelinase. placental ASM, HMU-PC fluorogenic substrate, 60 min. AID 504937. P17405. Potency, µM (series often up to 57.5 µM), without a hit: top-dose activity change, negative = inhibition, most hits filed as inhibitors. 340,000 compounds, 0.006% hits; also: potency is read from the fitted curve at half-maximal effect
Target sequence (P17405 47-631 limits assumed): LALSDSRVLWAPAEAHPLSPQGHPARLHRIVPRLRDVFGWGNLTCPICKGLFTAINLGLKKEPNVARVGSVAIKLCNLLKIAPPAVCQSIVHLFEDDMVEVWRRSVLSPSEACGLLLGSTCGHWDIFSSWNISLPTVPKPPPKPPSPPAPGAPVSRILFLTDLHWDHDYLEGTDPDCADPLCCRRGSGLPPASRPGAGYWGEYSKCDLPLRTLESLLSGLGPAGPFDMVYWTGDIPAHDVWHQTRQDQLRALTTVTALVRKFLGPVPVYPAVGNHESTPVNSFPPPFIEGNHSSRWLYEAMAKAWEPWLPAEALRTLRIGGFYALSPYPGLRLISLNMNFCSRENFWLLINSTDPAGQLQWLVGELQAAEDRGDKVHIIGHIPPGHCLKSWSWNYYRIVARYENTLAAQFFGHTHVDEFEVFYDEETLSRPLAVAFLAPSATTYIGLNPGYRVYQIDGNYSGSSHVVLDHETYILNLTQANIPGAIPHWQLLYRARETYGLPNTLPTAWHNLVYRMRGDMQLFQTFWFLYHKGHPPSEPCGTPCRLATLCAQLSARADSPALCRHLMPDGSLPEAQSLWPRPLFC
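Steps: dispense placental human ASM, pin compound, wait 10 min at room temperature, add HMU-PC0 substrate at 9 uM final, incubate 60 min at 37 °C, add stop solution raising pH to 10, read fluorescence.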
Numbers without * were called inactive; i = inactive; u = inconclusive; x = not tested or not shown; [ ] = another dose, or the depositor's remark. Unless noted, calls follow the shape of the dose curve; as a rule, active = well fitted curve in the direction sought with a large enough effect; inconclusive = small, poorly fitted or top-dose-only effect, or another doubt; inactive = no such curve, though single readings can be large; an effect the other way counts as inactive or inconclusive.

SMILES	TCR activator	PTAP TSG101 blk	Mito fusion act	AT treatment	Tb PFK block	ELG1 repair inh	Eya2 phos inh	a7 integrin act	TSHR antagonist	Chronic BCR inh	S-ASM inh
COc1ccccc1C(=O)NC(CCSC)C(=O)N1CCN(C/C=C/c2ccccc2)CC1 (stereo not given)	-32.9%	-4.4%	-10.7%	-6.2%	4.8%	u	-3.4%	7.3%	22.6	-5.5%	-0.4%
C#CCOc1ccc(/C=C2/C(=O)NN(c3ccc(F)cc3)C2=O)cc1OC	5.1%	1.6%	-24.1%	-7.0%	-5.2%	15.8%	-6.1%	2.4%	0.9	u	-1.3%
Cc1ccc2[nH]cc(CCNC(=O)CN3C(=O)c4ccccc4C3=O)c2c1	7.6%[46.1 µM]	-7.4%	2.5%	-0.8%	0.5%	4.5%	1.8%	18.3%	8.2	7.3%	0.1%
O=C(/C=C\c1ccc(-c2ccccc2)o1)c1ccccc1	-3.6%[46.1 µM]	10.7%	10.5%	11.8%	0.0%	u	-16.5%	-13.6%	-15.1	u	13.6%
CCOC(=O)c1[nH]c(C)c(C(=O)Nc2cc(OC)ccc2OC)c1C	0.8%	-4.4%	7.7%	-11.2%	-0.4%	u	-8.7%	-17.1%	9.0	u	-1.2%
O=C(COC(=O)c1cc(Cl)nc2ccccc12)c1ccc(Cl)cc1	-8.4%[46.1 µM]	-2.5%	-0.7%	0.9%	-0.1%	2.7%	1.0%	u	-1.7	-3.0%	-2.4%
COc1cccc(C(=O)Nc2ccccc2-c2ccccc2)c1	-11.0%	0.9%	23.6%	6.3%	-0.3%	10.1%	11.2%	33.4%	-4.6	-9.7%	1.2%
Cc1ccc(CNC(=O)c2ccccc2NC(=O)C2=CSCCO2)cc1	-0.9%	-2.4%	1.1%	-13.9%	1.5%	-12.1%	3.8%	2.3%	-1.4	0.5%	-1.0%
CC1CCC(NC(=O)C(NS(=O)(=O)c2cccc3nsnc23)C(C)C)CC1 (stereo not given)	10.3%	-4.1%	0.5%	-12.0%	-0.7%	-1.0%	-21.8%	-7.1%	-7.3	1.9%	2.8%
CCOc1ccc2nc(N(Cc3ccccc3)C(=O)CCNC(C)=O)sc2c1	-3.4%	-2.0%	3.1%	15.4%	-7.4%	u	-8.7%	-18.1%	-2.4	u	-5.6%
Cc1ccc(C(=O)Nc2ccc(O)cc2C(=O)O)cc1C	x	-4.1%	16.5%	-4.4%	u	0.5%	1.3%	-11.6%[7.66 µM]	24.0	u	14.8%
NC(=O)c1ccc(C2SCC(=O)N2Cc2ccccc2)cc1 (stereo not given)	5.6%	-2.1%	6.4%	-0.8%	0.1%	-0.6%	-5.8%	0.4%	-7.2	-1.5%	5.7%
O=C(OCc1ccc(COC(=O)c2ccccn2)cc1)c1ccccn1	2.2%	-1.1%	0.1%	0.7%	3.6%	1.3%	8.8%	1.2%	-8.5	1.7%	2.4%
COc1ccc(CCNC2=CC(=O)N(c3ccc(F)cc3)C2=O)cc1	x	0.2%	3.2%	0.0%	2.5%	7.4%	-1.7%	6.4%	-28.4	-1.9%	198.2%
COC(=O)C1CCN(C(=O)c2ccc(Cl)c(S(=O)(=O)NCc3ccco3)c2)CC1	2.4%	-5.4%	x	-5.1%	0.6%	-2.7%	8.6%	5.5%	-5.4	5.8%	-1.1%
C#CCOc1coc(COC(=O)c2ccccc2)cc1=O	-6.5%	0.2%	-2.4%	2.9%	-3.6%	4.6%	-7.3%	u	34.7	0.1%	2.4%
COc1ccc(C)cc1Nc1n[n+](-c2ccccc2)c(-c2cc(OC)c(OC)cc2Br)s1	3.2%	-7.5%	-4.5%	-10.0%	0.9%	-0.7%	1.2%	-25.1%	-5.6	-18.4%	-2.9%
Cc1cc(C)n(CCCNC(=O)C(C)(C)Oc2ccc(Cl)cc2)n1	3.5%	-1.2%	-10.7%	2.4%	5.5%	10.3%	3.2%	12.9%	2.9	u	3.2%
CN1CCN(S(=O)(=O)c2ccc(=O)[nH]c2)CC1	x	-3.8%	-2.9%	1.1%	-2.3%	12.0%	2.0%	-5.1%	-5.6	-4.5%	1.9%
CSC(=NNC(=O)c1ccccc1O)SC	0.8%	-2.1%	5.4%	-0.3%	-4.6%	u	21.0%	24.7%	4.7	u	2.7%
COc1ccc(-c2noc(C3CCCN(C(=O)c4cccs4)C3)n2)cc1 (stereo not given)	3.7%	1.3%	4.2%	4.9%	1.4%	-20.5%	-15.8%	-43.3%	-19.8	-3.5%	-6.0%
O=C(c1ccc(-c2cccc(C(F)(F)F)c2)o1)N1CCOCC1	5.9%	-8.0%	6.1%	-1.2%	-0.3%	u	2.2%	-7.7%	0.1	2.4%	-0.1%
COCCCNC(=O)c1c(N)n(-c2ccc(S(N)(=O)=O)cc2)c2nc3ccccc3nc12	0.5%	-0.5%	-3.0%	15.8%	5.4%	11.1%	1.2%	-2.3%	0.8	7.8%	i
CN(C)C(/C=C/Nc1ccc(C#N)cc1)=C(C#N)C#N	3.9%	-5.3%	-1.6%	2.5%	0.0%	u	-4.1%	14.5%	-2.2	1.9%	7.5%
O=C(O)CC(NS(=O)(=O)c1c(F)cc(F)cc1Br)c1ccccc1Cl (stereo not given)	-5.8%	-4.1%	0.9%	-2.3%	-8.3%	9.3%	-14.7%	-10.8%	3.0	-0.4%	0.8%

Carrying on.
SMILES	TCR activator	PTAP TSG101 blk	Mito fusion act	AT treatment	Tb PFK block	ELG1 repair inh	Eya2 phos inh	a7 integrin act	TSHR antagonist	Chronic BCR inh	S-ASM inh
CC(NC(=O)CNC(=O)c1sc2ccccc2c1Cl)c1cccnc1 (stereo not given)	-1.5%	-0.8%	-19.3%	-5.2%	-10.9%	5.1%	7.3%	-2.1%	13.6	-0.1%	0.4%
COC(=O)/C=C/C(=O)N1CCN(c2ccccc2)CC1	-2.3%[46.1 µM]	0.2%	-2.0%	-1.5%	-6.7%	9.7%	-5.1%	-44.5%[inhibitor]	7.5	u	2.1%
CCSc1nc2c(c(=O)n1CC)SC(C)C2 (stereo not given)	-0.1%	-15.8%	3.0%	-2.4%	4.0%	3.8%	3.8%	-18.9%	-2.8	6.5%	-1.4%
Nc1ncc(-n2cncn2)c(-c2ccc(Cl)cc2)n1	1.6%	-4.2%	0.4%	1.9%	0.0%	11.2%	3.8%	13.1%	3.6	8.4%	-0.1%
CC(=O)c1sc(NC(=O)COc2ccc(Cl)cc2Cl)nc1C	-1.2%	-1.4%	-3.8%	-1.1%	-2.8%	u	0.9%	u	-2.7	u	1.5%
Cc1cccc(C2c3[nH]c4ccccc4c3CCN2C(=O)c2ccc(=O)[nH]c2)n1 (stereo not given)	-0.5%	-2.7%	-4.7%	4.1%	-7.4%	2.8%	-7.9%	-23.5%	0.7	u	-8.4%
Cc1nn(C)c(Cl)c1S(=O)(=O)N1CCC(CO)(CCc2ccccc2)CC1	0.0%	2.0%	6.1%	0.2%	-7.2%	-23.7%	-4.1%	-139.3%[inhibitor]	-1.5	u	-2.8%
Cc1cc(C)cc(NC(=O)N2CCNC(=O)C2CC(=O)Nc2cc(Cl)ccc2Cl)c1 (stereo not given)	3.6%	-2.2%	-4.2%	-5.3%	9.5%	-19.2%	-18.0%	-18.8%	23.7	u	x
O=C(Nc1cccc(S(=O)(=O)N2CCOCC2)c1)C1CCCN(C(=O)c2ccc(Cl)cc2)C1 (stereo not given)	-8.1%	-2.1%	-4.8%	-50.0%	1.8%	-28.7%	3.2%	-12.5%	-7.1	2.1%	-9.9%
COC(=O)COc1ccc2c(=O)c(Oc3ccccc3)c(C)oc2c1	x	0.8%	-3.9%	12.2%	-0.4%	16.0%	-19.1%	11.9%	2.8	8.1%	1.8%
Cc1ccc(S(=O)(=O)N2CCC(C(=O)Nc3ccc(S(=O)(=O)N4CCCC4)cc3)CC2)cc1	3.4%	-1.8%	4.6%	-0.8%	8.0%	-11.8%	-14.7%	27.2%	-5.9	0.5%	-3.0%
